Screens (PubChem)
PRMT1 inh: blocks human protein arginine methyltransferase 1; inhibition, % at 2.79 µM; 370,000 tested, 1.3% active; AID 652257; recombinant PRMT1, activity-based probe fluorescence polarization; Q99873;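 active = inhibition above about 21% made by adding two undisclosed values, limit read from the data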
UHRF1 binding: UHRF1 methyl-DNA binding inhibition | inhibition, % at 4.4 µM | AID 687016 | 370,000 tested, 0.75% active | UHRF1 binding to methylated oligo, TR-FRET; in the data active = inhibition above about 21%;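 note: UHRF1 SRA domain binding a hemimethylated CpG hairpin DNA probe; 0% = median of test compound wells and 100% = reference inhibitor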
Target sequence (Q96T88 whole entry, looked up, the tested form may be a part): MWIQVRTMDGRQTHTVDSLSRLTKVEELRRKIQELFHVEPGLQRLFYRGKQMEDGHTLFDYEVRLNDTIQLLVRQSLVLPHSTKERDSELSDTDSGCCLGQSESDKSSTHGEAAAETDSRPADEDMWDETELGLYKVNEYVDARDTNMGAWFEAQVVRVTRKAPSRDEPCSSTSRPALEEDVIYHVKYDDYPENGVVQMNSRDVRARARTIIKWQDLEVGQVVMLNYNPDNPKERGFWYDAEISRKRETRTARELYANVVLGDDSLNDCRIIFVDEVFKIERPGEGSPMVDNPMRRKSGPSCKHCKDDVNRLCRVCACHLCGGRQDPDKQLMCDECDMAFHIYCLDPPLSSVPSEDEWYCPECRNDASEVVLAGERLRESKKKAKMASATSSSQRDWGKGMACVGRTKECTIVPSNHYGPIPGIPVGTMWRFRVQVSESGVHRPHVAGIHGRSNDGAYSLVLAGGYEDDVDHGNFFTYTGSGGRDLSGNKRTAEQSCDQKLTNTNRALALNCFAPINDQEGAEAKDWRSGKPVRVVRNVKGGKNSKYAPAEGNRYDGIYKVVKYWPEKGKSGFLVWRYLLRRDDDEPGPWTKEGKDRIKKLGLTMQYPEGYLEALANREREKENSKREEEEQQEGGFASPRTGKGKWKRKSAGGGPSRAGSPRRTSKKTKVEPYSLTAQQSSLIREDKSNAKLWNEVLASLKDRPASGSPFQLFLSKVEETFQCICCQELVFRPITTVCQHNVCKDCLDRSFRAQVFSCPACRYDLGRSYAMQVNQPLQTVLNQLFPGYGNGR
MBD2 DNA inh: inhibitors of human MBD2 binding to methylated oligonucleotide; TR-FRET; 370,000 tested, 0.31% active; Q9UBB5; AID 686964; inhibition, % at 4.4 µM; in the data active = inhibition above about 13%
HTRA1 inh: HTRA1 (human) protease inhibition; recombinant HTRA1, FP-rhodamine activity-based probe, fluorescence polarization; inhibition, % at 5.96 µM; 340,000 tested, 0.5% active; in the data active = inhibition above about 36%;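 note: 0% = enzyme with DMSO and 100% = wells lacking enzyme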
ABHD4 inh: ABHD4 (mouse) inhibition, primary FP screen; Q8VD66; purified mABHD4, FP-Rh probe fluorescence polarization; inhibition, % at 8.92 µM; 370,000 tested, 0.54% active; AID 720543;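 active = inhibition exceeding the mean over every tested compound plus 3 SD, cut at about 30% in these data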;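 note: 0% = plate median of compound wells and 100% = S159A mutant with DMSO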
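assay system = mABHD4 protein | compound dosing = single nominal dose of 8.92 µM, 0.89% DMSO final | read-out basis = percent inhibition of probe binding, normalized to plate controls | schedule = Enzyme–compound pre-incubation 45 min, then probe 60 min, both 25 °C | detection = fluorescence polarization, excitation 525 nm, emission 598 nm, BODIPY TMR filters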
NR1D1 modulator: modulates human Rev-erb alpha binding to DNA; Rev-erbα–FITC-DNA binding, fluorescence polarization, 90 min; 370,000 tested, 0.79% active; P20393; activity, % at 10 µM; AID 1259318;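 active = activity above about 14%, limit read from the data; passing the limit was not always enough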;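 note: 0% = DMSO wells with 35 nM protein and 100% = DMSO wells with 750 nM protein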
LEDGF integ inh: blocks HIV-1 LEDGF/p75-dependent DNA integration. TR-FRET IN-LEDGF/p75 DNA integration, Eu/Cy5. inhibition, % at 3.7 µM. 370,000 tested, 0.64% active;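 active = inhibition above the screen-wide mean plus 3 SD, cut at about 13% in these data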;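 note: signal is the Cy5 over europium emission ratio at 671 and 618 nm; 0% = plate median of compound wells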
rCAG binder: molecules binding r(CAG) RNA repeats | inhibition, % at 3 µM | r(CAG) RNA repeat, TO-PRO-1 dye displacement fluorescence | 370,000 tested, 1.3% active;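 active = inhibition above the plate cutoff, the mean of all test compounds on that plate plus 3 SD, cut at about 35% in these data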;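 note: 0% = DMSO alone and 100% = 100 µM mitoxantrone as full dye displacement; higher means more dye released from RNA so lower well fluorescence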
TCR-CD3 inh: human TCR-CD3 binding inhibition | TAMRA-labeled TCR probe fluorescence, biochemical | inhibition, % at 9.4 µM | 360,000 tested, 0.37% active; in the data active = inhibition above about 19%;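 note: recombinant mutant TCR 2C K166C tagged with TAMRA read by polarization; 0% = receptor in buffer alone and 100% = receptor with positive control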
PG9 Ab binder: small molecules binding HIV-1 gp120 antibody PG9 | 360,000 tested, 0.43% active | TR-FRET gp120-PG9 antibody binding | inhibition, % at 6.7 µM; in the data active = inhibition above about 8.5%
Active calls of the source: *; . = not tested or not shown.

Sequence of screens: PRMT1 inh	UHRF1 binding	MBD2 DNA inh	HTRA1 inh	ABHD4 inh	NR1D1 modulator	LEDGF integ inh	rCAG binder	TCR-CD3 inh	PG9 Ab binder
COC(=O)C1=C(COc2ccccc2)NC(=O)NC1c1ccc(Br)cc1 (stereo not drawn)
→ -2.3	-1.4	4.5	-21.0	-1.5	-2.6	0.7	-6.1	-2.7	-1.6
CCOC(=O)N1CCN(C(=O)c2ccc(Cn3c(=S)[nH]c4cc5c(cc4c3=O)OCO5)cc2)CC1
→ -4.9	2.6	0.9	4.7	-6.5	-1.3	5.2	5.3	1.3	0.6
O=S(=O)(Nc1nc2ccccc2nc1N1CCN(c2ccccc2F)CC1)c1ccc(Cl)cc1
→ 1.9	6.0	7.2	-1.0	-7.5	6.9	6.8	6.7	-5.2	-0.3
Cc1ccc(Nc2nc(NCc3cccs3)nc3ccsc23)c(C)c1
→ -1.1	0.8	1.5	.	4.4	10.1	-3.1	3.8	0.1	-1.9
COc1ccc(NC(=S)NC(=O)c2ccccc2Cl)cc1
→ -3.6	-2.9	-4.0	-5.2	-17.9	-0.7	0.3	2.7	2.9	-3.7
C=CCN1C2CCCC1CC(NC(=S)Nc1ccc(Cl)cc1)C2 (stereo not drawn)
→ 6.0	0.3	3.5	-6.5	0.0	5.0	3.2	5.8	-2.6	0.1
CC(=O)c1cccc(NC(=O)CSc2nc(=O)n(CCN3CCOCC3)c3c2CCCC3)c1
→ -0.5	0.6	3.0	-2.3	-2.7	-9.6	-3.3	-0.8	-10.4	0.6
S=c1[nH]c(-c2ccccc2)cn1/N=C/c1cccs1
→ 45.3*	3.4	4.9	4.9	-6.5	-4.0	-5.2	5.4	-0.6	0.6
Cc1c(NC(=O)/C(C#N)=C/c2ccccc2)c(=O)n(-c2ccccc2)n1C
→ 0.7	0.9	-0.4	0.5	0.4	-0.4	2.2	-0.2	-6.8	0.9
O=C(NC1CCN(C(=S)Nc2ccccc2Cl)CC1)C1CCCCC1
→ -1.3	-2.1	-0.9	0.9	0.1	-8.3	0.5	2.0	1.5	-0.9
COc1cc(NS(=O)(=O)c2c(C)[nH]c(C)c2C(=O)N2CCCC2)cc(OC)c1OC
→ -3.4	-0.8	1.3	-6.6	5.3	0.1	-1.1	-1.3	6.8	-0.4
O=C(Nc1ccccc1)N1CCCC2CCCCC21 (stereo not drawn)
→ -0.9	-0.3	-3.1	13.1	-3.9	-4.2	-1.8	-2.5	5.3	0.0
CCOc1ccccc1-c1nnc(SCC(=O)Nc2ccccc2)o1
→ 1.2	0.9	4.4	-6.0	3.9	-4.2	-4.3	-5.8	-3.4	0.0
CCCNc1ccc(S(=O)(=O)N(CC)CC)cn1
→ 0.5	-0.2	-2.0	5.4	0.7	3.0	-3.6	-2.6	3.9	-0.7
CC(=O)c1cccc(NC(=O)c2ccc(CN3CCc4ccccc4C3)cc2)c1
→ -0.5	-0.3	0.0	-22.4	-2.5	-3.0	-4.2	-1.5	0.3	0.2
O=C(Nc1ccc(-c2ccc3nncn3n2)cc1)C1CCCCC1
→ 6.6	-0.3	-3.6	-2.9	-0.3	-10.0	-0.6	7.0	-4.6	-0.7
CCOC(=O)Cc1csc(NC(=O)CSc2nnc(Cc3csc(N)n3)n2C)n1
→ 0.1	-1.5	-0.4	1.1	0.1	1.8	-0.5	3.6	3.3	-3.0
CCOCCCn1c(SCC(=O)Nc2oc(C)c3c(C)n[nH]c(=O)c23)nc2ccccc2c1=O
→ -0.9	2.3	-2.7	5.4	-2.1	-0.6	-8.1	-4.0	-5.8	-1.6
COc1ccc(NC(=O)CSc2nc3ccccc3nc2N2CCCC2)c(OC)c1
→ 2.4	5.8	9.7	-1.1	-8.2	2.9	-0.9	1.8	-1.2	-0.1
COc1c(F)c(F)c(C(=O)O)c(Nc2ccccc2)c1F
→ -1.2	5.9	3.7	-0.7	3.2	1.8	3.9	0.6	3.5	-2.9
COc1ccc(C(=O)Cc2ccc(OC)c(OC)c2)cc1
→ 5.1	1.3	1.3	3.2	-4.5	-0.3	1.0	-0.7	-3.1	0.6
Cc1ccc(N2CC(C(=O)N3CCN(c4ccccc4)CC3)CC2=O)cc1 (stereo not drawn)
→ -0.8	2.5	6.0	-2.0	1.7	-2.5	-2.5	-2.9	4.5	-3.8
Cc1nc2cc(OC3(C)CCN(Cc4ccc(OC(F)(F)F)cc4)C3)ccc2s1 (stereo not drawn)
→ -4.2	0.9	-0.1	.	2.5	-0.7	-2.1	-0.6	2.5	-0.1
C=CCNc1nc(C(=O)OCC(=O)c2ccccc2)cs1
→ 4.8	0.7	-7.5	-3.1	4.0	4.0	1.0	2.0	3.6	-1.4
COC(=O)c1ccc(-c2ccco2)n1Cc1nc(-c2ccc(OC)c(OC)c2)oc1C
→ 29.5*	4.1	-1.0	-19.0	5.6	5.2	-5.5	15.2	-7.4	0.5
CS(=O)(=O)c1ccc2nc(NC(=O)Nc3ccc(Cl)cc3)sc2c1
→ -4.3	0.3	-3.3	-15.0	-12.8	12.9	-3.0	60.1*	8.9	-5.4
Cc1ccc(NC(=S)N2CCCC2)cc1Cl
→ 1.4	-1.0	5.3	4.9	-10.9	9.2	-3.2	-0.4	1.3	-1.4
COc1ccc(NS(=O)(=O)c2cccc(Cl)c2)cc1S(=O)(=O)N1CCCCC1
→ -1.7	1.0	1.4	-3.0	0.1	-1.6	1.4	10.5	0.8	-0.3
c1ccc(-c2cc(-c3nnco3)c3ccccc3n2)nc1
→ -0.9	-4.0	-3.3	-1.0	-0.8	-4.6	-0.5	6.2	13.7	-0.9
C=CCSc1nnc(-c2ccccc2NC(=O)CC)c(=O)[nH]1
→ 2.5	-1.6	-1.5	-5.4	4.0	-0.9	0.9	50.6*	-6.8	3.2
COC(=O)CSc1nc2c(c(=O)n(C)c(=O)n2C)n1CCC(C)C
→ 0.8	-1.6	-0.2	0.5	3.4	-3.1	2.9	-3.5	-3.6	-2.0
Cc1nn(CCCC(=O)NCCc2ccccc2)c(=O)c2nccn12
→ -1.5	5.2	-2.5	5.2	6.2	1.3	0.8	2.0	5.7	1.6
COc1ccc(Cl)cc1/C=C/c1ccc2cccc(O)c2n1
→ 1.5	-6.3	-4.3	8.7	-1.0	1.8	3.9	15.7	1.3	1.7
CC1(C(=O)NCc2cccc(C(F)(F)F)c2)CCN1Cc1cc2ccccc2o1 (stereo not drawn)
→ -6.1	0.3	-5.0	.	-3.3	0.8	0.4	-2.2	3.6	0.2
Cc1cccc(OCC(=O)Nc2cccc(C(=O)NCC(C)C)c2)c1
→ -3.1	-1.8	1.3	-13.1	-5.2	-4.4	0.2	-6.0	0.6	-0.1
Cc1nn(CC(=O)N2CCN(C(=O)c3ccco3)CC2)c(C)c1[N+](=O)[O-]
→ -1.6	1.3	0.6	3.4	-3.5	1.1	0.5	2.9	4.2	-1.5
COc1ccc2oc(=O)c(C(C)=O)cc2c1
→ 1.1	-1.8	0.5	1.8	-1.0	-5.0	-2.9	-3.1	6.6	-0.9
Cc1cccc(NC(=O)CCC(=O)N/N=C/c2cccnc2)c1
→ -2.2	-5.0	-2.0	0.8	-1.4	2.3	0.5	-2.1	9.2	0.5
COc1ccc(S(=O)(=O)NCc2ccccn2)c(C)c1C
→ 2.2	0.3	4.2	-5.2	0.3	-1.9	-3.3	-0.5	-5.3	2.1
Cc1cc(C)n(-c2ccc(C(=O)OC(C)C(=O)Nc3ccc(C(N)=O)cc3)cc2)n1 (stereo not drawn)
→ 0.4	-1.8	-3.5	-8.5	-2.1	3.9	-4.8	0.2	4.3	-0.8
Cc1cccc(-c2nc(CS(=O)CC(=O)NCc3cccs3)c(C)o2)c1 (stereo not drawn)
→ 3.2	-0.3	-1.6	-3.2	4.0	7.0	-3.7	0.7	2.8	-0.2
CCOC(=O)c1ccc(N2C(=O)CC(N3CCN(C(=O)c4ccccc4)CC3)C2=O)cc1 (stereo not drawn)
→ -1.2	-2.9	-3.4	1.1	-3.6	0.3	1.1	-3.9	0.3	-0.2
CC1CCN(S(=O)(=O)c2ccc(C(=O)Nc3nnc(-c4ccncc4)o3)cc2)CC1
→ -3.1	-1.8	-5.4	3.9	-9.3	-3.1	2.8	26.8	3.5	-3.2
CCOC(=O)C1CCCc2c1[nH]c1ccc(Cl)cc21 (stereo not drawn)
→ 3.2	0.8	0.4	.	-2.8	1.4	-0.6	2.6	2.4	-1.0
C[C@H](CO)N1C[C@H](C)[C@@H](CN(C)C(=O)Nc2ccc3c(c2)OCO3)Oc2c(NC(=O)Nc3ccccc3)cccc2C1=O
→ 1.1	-0.9	-1.7	-13.9	1.9	3.0	1.8	4.6	1.1	-0.5
O=C(NNC(=O)c1ccccc1F)C1=NN(c2ccccc2)C(=O)CC1
→ -4.1	2.9	1.0	-1.5	0.0	1.1	-1.4	1.7	-1.9	0.5
Cc1ccc(N(C(=O)CNC(=O)c2ccco2)C(C(=O)NC2CCCC2)c2cccnc2)c(C)c1 (stereo not drawn)
→ 0.3	2.2	5.0	-2.9	0.8	-2.6	-3.1	-2.0	2.1	0.1
COc1ccc(NC(=O)COC(=O)CCC(=O)c2cccs2)cc1OC
→ -3.6	0.5	-2.3	5.7	-0.4	-3.3	2.6	1.2	-1.4	0.9
COC(=O)COc1ccc(/C=C2/SC(=O)N(CC(=O)N3CCCC3)C2=O)cc1Br
→ 3.9	3.1	5.8	-11.9	5.5	6.4	-0.7	4.9	-8.1	-1.2
CCOc1ccc(CN(C)C(=O)c2cccc(S(=O)(=O)N3CCCC3)c2)cc1OC
→ -2.9	-1.6	-2.0	-1.2	8.3	-3.0	-0.8	2.4	4.8	-0.4
COc1cc(OC)cc(C(=O)/C=C2\Sc3ccccc3N2C)c1
→ -0.1	1.3	-1.4	-4.3	-4.0	-0.1	-1.5	-0.9	5.7	0.6
COCCC1CCCCN1C(=O)c1cccc(OC2CCN(C3CCCC3)CC2)c1 (stereo not drawn)
→ -1.3	-1.5	1.4	10.1	3.6	-7.5	4.8	-11.1	3.4	1.9
O=Cc1ccccc1-n1cccn1
→ 2.6	0.1	0.1	1.7	1.5	3.4	-3.7	-0.1	-2.0	-0.1
CCN(CC)C(=O)CS(=O)CC(=O)Nc1cc(OCCOC)c(Cl)cc1Cl (stereo not drawn)
→ 1.8	-0.3	-5.8	-2.5	0.7	-6.6	-2.1	-2.1	12.2	0.3
CCCC(=O)Nc1ccc2c(c1)C(=O)N(CCC(=O)O)C2=O
→ 3.9	4.0	6.1	9.4	-5.6	-1.1	6.9	-0.8	-6.5	1.7
CCCN1CNC(=S)N(CC2CCCO2)C1 (stereo not drawn)
→ 66.5*	3.2	6.4	3.3	4.0	-1.6	-3.6	-3.5	-3.5	-0.1
Cc1c(C(=O)NCCC#N)sc(=O)n1Cc1ccc(F)cc1
→ -2.3	-2.8	3.3	.	9.8	-0.5	-0.9	0.4	3.4	1.1
O=[N+]([O-])c1ccc(C[n+]2cccc3ccc4cccnc4c32)cc1
→ 0.6	5.6	7.4	4.3	3.2	2.0	-0.4	1.8	6.1	0.4

The list is partial, so the mix of outcomes need not match the whole.
